L3MBTL1 inh – L3MBTL1 (human) inhibition. Q9Y468. AlphaScreen L3MBTL1–H3K9me1 peptide binding. Potency, µM (highest dose often 57.1 µM), for inactives: at the highest dose activity, negative = inhibition, most hits filed as inhibitors. 0.66% of 230,000 active. AID 485360; active = well fitted inhibition curve with a large enough effect; inconclusive = small, poorly fitted or top-dose-only effect; inactive = no such curve, though single readings can be large or run the other way; also: nearly all actives have a fitted effect of over 60% in size
Target sequence (Q9Y468 whole entry, looked up): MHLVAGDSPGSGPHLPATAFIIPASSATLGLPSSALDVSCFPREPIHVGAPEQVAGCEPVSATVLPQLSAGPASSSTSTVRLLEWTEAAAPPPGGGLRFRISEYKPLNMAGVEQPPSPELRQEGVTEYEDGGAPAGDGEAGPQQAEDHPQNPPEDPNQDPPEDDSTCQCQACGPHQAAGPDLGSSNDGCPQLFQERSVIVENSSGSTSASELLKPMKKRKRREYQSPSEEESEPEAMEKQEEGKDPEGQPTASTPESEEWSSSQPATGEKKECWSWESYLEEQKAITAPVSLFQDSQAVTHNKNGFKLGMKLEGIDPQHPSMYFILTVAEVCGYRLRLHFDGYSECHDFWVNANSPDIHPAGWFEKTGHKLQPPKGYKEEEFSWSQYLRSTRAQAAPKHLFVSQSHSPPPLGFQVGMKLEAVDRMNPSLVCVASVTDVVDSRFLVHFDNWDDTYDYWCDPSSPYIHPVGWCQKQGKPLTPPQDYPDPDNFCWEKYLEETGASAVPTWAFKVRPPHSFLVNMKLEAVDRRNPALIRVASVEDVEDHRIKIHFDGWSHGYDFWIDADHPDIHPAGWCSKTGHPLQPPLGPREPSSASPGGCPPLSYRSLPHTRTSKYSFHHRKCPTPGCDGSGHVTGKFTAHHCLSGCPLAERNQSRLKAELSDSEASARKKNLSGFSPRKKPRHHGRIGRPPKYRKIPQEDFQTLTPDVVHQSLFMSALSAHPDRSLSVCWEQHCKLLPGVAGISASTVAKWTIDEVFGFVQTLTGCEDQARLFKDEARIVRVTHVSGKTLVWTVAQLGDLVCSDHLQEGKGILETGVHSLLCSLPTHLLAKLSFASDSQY
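AlphaScreen assay: L3MBTL1 (50 nM final) was preincubated 30 min at room temperature with biotinylated H3(1-15)K9me1 peptide (75 nM final), then 30 min with library compounds; streptavidin donor and nickel chelate acceptor beads (10 ug/mL final) added, 30 min dark.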
* = called active by the depositor; ? = inconclusive; [ ] = remark or other dose. % is scaled to controls: 0 for no effect and ±100 for the full control effect; potency is read from the fitted curve at half-maximal effect. Some of the compounds tested; the hit share may differ from the screen's.

SMILES	L3MBTL1 inh
Cc1cc(C)cc(NC(=O)Cn2cc(C=O)c3ccccc32)c1	7%
O=C(O)C1(c2ccccc2)CCN(S(=O)(=O)c2ccc(Cl)cc2)CC1	-2%[2.29 µM]
O=C1CC(NS(=O)(=O)c2cccnc2)CN1c1cccc(F)c1 (configuration not stated)	4%
O=C(Nc1ccncc1)c1cc(S(=O)(=O)N2CCN(c3ccccc3)CC2)ccc1Cl	-20%
COc1ccc2c(-c3ccc(OCCN4CCCCC4)cc3)c(-c3ccccc3OC)sc2c1	-24%
COc1ccc(C(=O)N2CCN(Cc3ccccc3C(F)(F)F)CC2)cc1	-4%
C=CCn1c(COc2ccc(OC)cc2)nc2ccccc21	-1%
CC(NC(=O)COC(=O)C12CC3CC(CC(O)(C3)C1)C2)c1ccccc1 (configuration not stated)	?
CC(C)c1c(O)nc(SCc2ccc(F)cc2)[nH]c1=O	-1%
CS(=O)(=O)c1ccc(NC(=O)c2ccc3c(c2)S(=O)(=O)N=C2CCCCCN23)cc1	5%
CN(CC(=O)NC(=O)NC1CCCCC1)c1ccccc1	3%
COc1ccc(N(CC(=O)Nc2ccccc2OC)S(=O)(=O)c2ccc(NC(C)=O)cc2)cc1	-3%
Cc1cc(C(=O)Nc2cc(C)on2)on1	-2%
CCNC(=O)Cc1ccc(S(=O)(=O)N2CCOCC2)s1	-2%
CCN(C[C@H]1N[C@@](CC)(C(=O)OC)[C@H]2C(=O)N(Cc3ccccc3)C(=O)[C@@H]12)C(=O)c1ccc(C(C)(C)C)cc1	-22%
COc1ccccc1C(NC(=O)CC(C)C)c1c(O)ccc2ccccc12 (configuration not stated)	2%
O=C(NNC(=O)c1cc(Cl)ccc1O)c1ccc(NS(=O)(=O)c2cccs2)cc1	-7%
CCN(C(=O)COC(=O)CCC(=O)c1cccs1)C1CCCCC1	1%
CCCn1c(SC(C)C(=O)NCC2CCCO2)nc2sc3c(c2c1=O)CCC3 (configuration not stated)	-5%
Cc1cc(C)cc(NC(=O)c2ccc(CN3CCc4ccccc4C3)cc2)c1	0%
CCOc1ccc(CCNC(=O)c2cccc(S(=O)(=O)N3CCCCC3)c2)cc1OCC	1%
COC(=O)[C@]1(C)N[C@H](c2ccc(-c3cccc(Cl)c3)cc2)[C@@H]2C(=O)N(C)C(=O)[C@@H]21	2%
COc1ccc(N(C)S(=O)(=O)c2cccc(C(=O)Nc3nnc(C)s3)c2)cc1	-2%
CN(CC(=O)Nc1cccc(F)c1)C(=O)Cn1c(=O)oc2ccccc21	1%
C=CCOc1ccc(/C=C/C(=O)OCC(=O)NCc2ccco2)cc1	-12%
Continued:
SMILES	L3MBTL1 inh
CN1CCCN(C(=O)c2ccc(Br)cc2)CC1	5%
COc1cc(OC)c2c(-c3cccc(-c4ccc(OC)c(OC)c4)c3)cc(=O)oc2c1	2%
COc1cccc(CNC(=O)C2CCN(C(=O)N3CC(C)Oc4ccccc43)CC2)c1 (configuration not stated)	6%
CCc1noc(C)c1C(=O)N1CCCSC1=Nc1ccccc1	1%
CCOc1ccc(C(=O)COC(=O)c2cc(=O)[nH]c3ccccc23)cc1	3%
CN1CCN(c2ccc(S(=O)(=O)N3CCCCC3)cc2NC(=O)COc2ccc([N+](=O)[O-])cc2)CC1	-9%
Cc1ccnc2nc(C(=O)OCC(=O)Nc3ccc([N+](=O)[O-])cc3Br)nn12	7%
Cc1ccc(C(CNS(=O)(=O)c2ccc([N+](=O)[O-])cc2)N2CCN(C)CC2)cc1 (configuration not stated)	-3%
O=C(CN1CCCC1c1cccs1)N1CCN(S(=O)(=O)c2cccc(F)c2)CC1 (configuration not stated)	0%
CCOC(=O)c1cnc2cc(-c3ccc(Br)cc3)nn2c1C	5%
CCOC(=O)CC(=O)COc1nc2cc3c(nc2o1)CCCC3	1%
NS(=O)(=O)c1ccc(CNS(=O)(=O)Cc2ccc(Cl)cc2)cc1	2%
COC(=O)c1ccc(CNC(=O)CNC(=O)c2sc3ccccc3c2Cl)cc1	-5%
C[C@H](NC(=O)c1ccco1)C(=O)NNC(=O)COc1cccc(C(F)(F)F)c1	3%
NC(=O)c1ccc(SCC(=O)OCC(=O)N2CCN(C(=O)c3ccco3)CC2)c([N+](=O)[O-])c1	?
COc1ccc(C)cc1NC(=O)C1CCN(S(C)(=O)=O)CC1	3%
COC(=O)c1cc(C(=O)Nc2cc(C)on2)cc([N+](=O)[O-])c1	-1%
Cc1ccc(OCCC(=O)OC(C)C(=O)Nc2ccc(Cl)cn2)cc1 (configuration not stated)	?
[O-][n+]1c(/C=C/c2ccccc2)ccc2ccccc21	7%
CCNc1oc(/C=C/c2ccc(OCC)cc2)nc1C#N	-1%
Cc1ccc(NC(=O)CSc2nnc(N)s2)cc1S(=O)(=O)N1CCOCC1	-2%
O=C(COC(=O)c1ccc(S(=O)(=O)N2CCCCCC2)cc1)NCc1ccc(F)cc1	-4%
CC(C)(C)OC(=O)CNC(=O)c1nc[nH]c1C(=O)N1CCN(c2ccccc2)CC1	-1%
CN(C(=O)c1cccc(S(=O)(=O)N2CCCCC2)c1)C1CCS(=O)(=O)C1 (configuration not stated)	0%
COc1ccc(C)cc1N(CC(=O)N1CCCCCC1)S(C)(=O)=O	-3%[2.29 µM]
Remaining list, next part:
SMILES	L3MBTL1 inh
COc1ccc2oc(C(=O)Nc3nnc(C)s3)c(C)c2c1	2%
Cc1ccccc1NC(=O)c1c([N+](=O)[O-])cnn1C	0%
O=C(CN1CCCCC1)N/N=C/c1cccc(Cl)c1	-5%
Cc1cc(N/N=C/c2ccccc2O)c2ccccc2n1	-6%
C[C@H](CO)N1C[C@H](C)[C@H](CN(C)CC2CC2)Oc2ccc(NC(=O)CCN3CCOCC3)cc2C1=O	3%
CCOc1ccc(S(=O)(=O)NC2CC2)cc1	-3%[2.29 µM]
O=C(Nc1cc(S(=O)(=O)N2CCOCC2)ccc1OCC(F)(F)F)c1ccc(N2CCCC2=O)cc1	1%
Cc1cccc(C(=O)NCC(=O)N2CCN(S(=O)(=O)c3cc(C)ccc3C)CC2)c1	-4%
O=C(NCC1CCCN1S(=O)(=O)c1cccs1)C(=O)Nc1ccc(F)cc1 (configuration not stated)	6%
C[C@]12c3[nH]c4cc(-c5ccco5)ccc4c3CCN1C(=O)[C@@H](CC(=O)NCCC1=CCCCC1)C[C@@H]2C(=O)N1CCOCC1	-25%
O=C(Nc1ccc(Cl)cc1)C1CCCC1	8%
CCOc1ccc(S(=O)(=O)NCCC(=O)OCC(=O)NC(=O)c2cccn2C)cc1	-2%
Cc1cccc(N2O[C@H]3C=CC2CCCC3)n1	12%
CCc1ccc(Nc2nnc(SCC(=O)c3c(N)n(C4CC4)c(=O)[nH]c3=O)s2)cc1	3%
COc1ccc(-c2cc3ncccc3cn2)cc1	4%
CCOc1ccccc1OCC(=O)OC(C)C(=O)Nc1ncc(Cl)cc1Cl (configuration not stated)	4%
S=c1[nH]nc(-c2ccc(Cl)cc2Cl)n1-c1ccccc1	-2%
Cc1ccc(S(=O)(=O)N2CCOCC2)cc1C(=O)OCC(=O)Nc1ccc2[nH]c(=O)[nH]c2c1	6%
Cc1ccc(C)c(S(=O)(=O)N2CCCC2CNC(=O)C(=O)NC2CCCC2)c1 (configuration not stated)	5%
O=C(COC(=O)COc1ccccc1[N+](=O)[O-])NCc1ccc2c(c1)OCO2	-20%
CN(CC(=O)Nc1ccc(F)c(F)c1F)C(=O)c1ccc(-n2cncn2)cc1	-10%
C=CC[C@@H](CC(=O)N[C@@H](CO)Cc1ccccc1)C(=O)N[C@@H](COC(=O)[C@@H](CC=C)Cc1ccc(F)cc1)Cc1c[nH]c2ccccc12	-1%
C=CCn1c(NCc2ccco2)nc2ccccc21	2%
COc1ccccc1CC1CC(=O)N(c2ccccc2)C1=O (configuration not stated)	0%
Cc1ccsc1C(=O)OCC(=O)N1CCN(c2ccccc2)CC1	-2%

Ordered by molar mass (lowest first): part of the list above.
SMILES	L3MBTL1 inh
Cc1ccc(C)c(S(=O)(=O)N2CCCC2CNC(=O)C(=O)NC2CCCC2)c1 (configuration not stated)	5%
Cc1ccc(S(=O)(=O)N2CCOCC2)cc1C(=O)OCC(=O)Nc1ccc2[nH]c(=O)[nH]c2c1	6%
C[C@]12c3[nH]c4cc(-c5ccco5)ccc4c3CCN1C(=O)[C@@H](CC(=O)NCCC1=CCCCC1)C[C@@H]2C(=O)N1CCOCC1	-25%

5 compounds already listed, ordered by the number in L3MBTL1 inh, largest number first.
SMILES	L3MBTL1 inh
CCOC(=O)c1cnc2cc(-c3ccc(Br)cc3)nn2c1C	5%
CCOc1ccccc1OCC(=O)OC(C)C(=O)Nc1ncc(Cl)cc1Cl (configuration not stated)	4%
Cc1ccsc1C(=O)OCC(=O)N1CCN(c2ccccc2)CC1	-2%
Cc1cccc(C(=O)NCC(=O)N2CCN(S(=O)(=O)c3cc(C)ccc3C)CC2)c1	-4%
CCN(C[C@H]1N[C@@](CC)(C(=O)OC)[C@H]2C(=O)N(Cc3ccccc3)C(=O)[C@@H]12)C(=O)c1ccc(C(C)(C)C)cc1	-22%

Next section.
SMILES	L3MBTL1 inh
CC1CCC(NC(=O)c2cc3ccccc3cc2O)CC1 (configuration not stated)	7%
CN(C)C(CNC(=O)CN1C(=O)NC2(CCCC2)C1=O)c1ccccc1 (configuration not stated)	10%
Cc1ccc(C(=O)N2CCN(C)CC2)cc1[N+](=O)[O-]	4%
O=C(NCCc1c[nH]c2ccccc12)OCCCCOC(=O)NCCc1c[nH]c2ccccc12	-16%
CCc1ccc(S(=O)(=O)Nc2nccs2)cc1	-1%
O=C(NCC1CCCO1)c1cn(Cc2ccccc2)nc1-c1ccccc1 (configuration not stated)	2%
Cc1cc(C)cc(C(=O)NC(CC(N)=O)c2ccc(NCCN3CCCC3)c([N+](=O)[O-])c2)c1 (configuration not stated)	-3%
CC(CNC(=O)Cn1ccc(N)nc1=O)c1ccccc1 (configuration not stated)	-6%
CS(=O)(=O)N1Cc2ccccc2CC1C(=O)OCC(=O)NCc1ccccc1 (configuration not stated)	-18%
O=C(NC1CCCCC1)C(c1ccncc1)N(Cc1ccc(F)cc1)C(=O)c1ccccn1 (configuration not stated)	-7%
CCCCn1c(N)c(N(CCOC)C(=O)CSCc2ccccc2C)c(=O)[nH]c1=O	-14%
Clc1cc2cccnc2c2ncccc12	10µM*
C#CCOCCOCCOCCNc1nc(N2CCN(C(=O)CCCCCCCCCCNC(=O)[C@@H](CCC(=O)O)n3cc(CCCCCN)nn3)CC2)nc(N2CCN(C(=O)CCCCCCCCCCNC(=O)[C@H](CO)n3cc(CCCSC)nn3)CC2)n1	-6%
Cc1ccc(C(=O)CCC(=O)OCC(=O)N(CC(C)C)c2c(N)n(Cc3ccccc3)c(=O)[nH]c2=O)cc1	2%
CC1CCN(C(=O)COC(=O)COc2ccccc2C#N)CC1	-5%
CCOc1ccccc1NC(C)C(=O)NC(=O)NC1CCCCC1 (configuration not stated)	-6%
O=C(c1ccccc1)N1N=C(C(F)(F)F)CC1(O)c1ccccc1 (configuration not stated)	0%
CC(C)CN(C(=O)CN(C)CC(=O)Nc1ccc(Cl)c(C(F)(F)F)c1)c1c(N)n(CC(C)C)c(=O)[nH]c1=O	10%
O=C(CSc1nnc(-c2cccc(Br)c2)o1)N1CCNC1=O	-4%
COc1ccc(CC(=O)O/N=C(\N)c2ccc(Br)cc2)cc1OC	12%
O=C(CCOc1cccc(Br)c1)Nc1ccc(F)c(S(=O)(=O)N2CCOCC2)c1	?
CN(C)C(=O)COc1ccc2c3c(c(=O)oc2c1)CCCC3	-5%[2.29 µM]
CC(C)(C)OC(=O)N1CCN(C(=O)c2nc[nH]c2C(=O)N2CCN(C(=O)OC(C)(C)C)CC2)CC1	0%
Cc1ccc(NC(=O)c2ccc(=O)[nH]n2)cc1S(=O)(=O)Nc1ccc(SC(F)F)cc1	-12%
O=C1NCCOC(=O)[C@H](Cc2ccc(F)cc2)C/C=C\C[C@@H]1CC(=O)N(CCO)Cc1ccccc1	5%

Exported with values ahead of the structure: part of the list above.
L3MBTL1 inh	Compound
2%	Cc1ccc(C(=O)CCC(=O)OCC(=O)N(CC(C)C)c2c(N)n(Cc3ccccc3)c(=O)[nH]c2=O)cc1
-5%	CC1CCN(C(=O)COC(=O)COc2ccccc2C#N)CC1
-6%	CCOc1ccccc1NC(C)C(=O)NC(=O)NC1CCCCC1 (configuration not stated)
0%	O=C(c1ccccc1)N1N=C(C(F)(F)F)CC1(O)c1ccccc1 (configuration not stated)
10%	CC(C)CN(C(=O)CN(C)CC(=O)Nc1ccc(Cl)c(C(F)(F)F)c1)c1c(N)n(CC(C)C)c(=O)[nH]c1=O
-4%	O=C(CSc1nnc(-c2cccc(Br)c2)o1)N1CCNC1=O
12%	COc1ccc(CC(=O)O/N=C(\N)c2ccc(Br)cc2)cc1OC

Next records.
SMILES	L3MBTL1 inh
Cc1cccc(N(CC(=O)N2CCCCCC2)S(C)(=O)=O)c1	8%
CCN(CC(=O)Nc1ccc(NC(C)=O)cc1)C(=O)c1ccc(COc2ccccc2)o1	-1%
Cc1ccsc1C(=O)NNC(=O)c1ccccc1F	1%
COc1ccc([C@@H](NC(=O)OC(C)(C)C)C(=O)OC(C)(C)C)cc1	13%
Cc1cccc2c(=O)c(C(=O)NCc3ccc(F)cc3)c[nH]c12	-3%
COC(=O)c1ccsc1NC(=O)CS(=O)(=O)c1ccccc1	3%
CC(=O)N(C)c1ccc(N=Nc2c(C)[nH]n(-c3ccccc3)c2=O)cc1	-4%
COc1cc(C(=O)OC(C)C(=O)N2CCCC2)cc2c1OCCO2 (configuration not stated)	2%
COc1ccc(S(=O)(=O)NCC(c2ccco2)N2CCc3ccccc32)cc1 (configuration not stated)	-11%
CC(C)(C)c1ccc(OCC(=O)N2CCN(c3ccccn3)CC2)cc1	-2%
CCC(=NNC(=O)c1cccc(S(=O)(=O)N2CCOCC2)c1)c1ccccc1	4%
CCCCn1c(N)c(N(CC(C)C)C(=O)CC2CCCCC2)c(=O)[nH]c1=O	-5%
O=C(NCCc1ccccc1)C1=COCCO1	17%
O=C(CSc1nnc(-c2ccccc2)o1)NC(=O)Cc1ccccc1	3%
CC(C)CNC(=O)C1CCN(CC2CCCCC2)CC1	-1%
